# GASC-1 inh: blocks human GASC-1 demethylase activity; hit rate 0.069% among 330,000; Q9H3R0; GST-JMJD2C(1-420) H3K9me3 demethylation, DELFIA europium; inhibition, % at 2.35 µM; AID 2099;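 active = more than half of a compound's replicate wells show inhibition beyond 50%, single wells judged on their own value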;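 also: signal counts dimethyl H3K9 product captured on neutravidin plate; 0% = median of DMSO wells and 100% = 0.3 times that DMSO median; strong numbers were not always called active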
# Target sequence (Q9H3R0 1-420 limits assumed): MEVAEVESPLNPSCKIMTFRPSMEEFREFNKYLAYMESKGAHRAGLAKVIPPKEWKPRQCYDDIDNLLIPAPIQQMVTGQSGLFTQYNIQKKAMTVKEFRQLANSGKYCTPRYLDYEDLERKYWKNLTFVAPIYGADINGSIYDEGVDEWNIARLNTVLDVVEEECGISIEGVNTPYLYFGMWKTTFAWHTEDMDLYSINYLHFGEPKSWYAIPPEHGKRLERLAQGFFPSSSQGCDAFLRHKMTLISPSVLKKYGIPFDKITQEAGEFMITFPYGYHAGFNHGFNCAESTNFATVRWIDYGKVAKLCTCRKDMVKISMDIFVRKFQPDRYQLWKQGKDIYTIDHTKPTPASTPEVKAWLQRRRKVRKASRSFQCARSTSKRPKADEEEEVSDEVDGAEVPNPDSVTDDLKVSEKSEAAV
# MEP2-GFP yeast: alters MEP2-GFP fluorescence in TOR pathway yeast screen; GFP response vs DMSO, % at 10 µM; hit rate 0.51% among 330,000; S. cerevisiae MEP2-GFP strain, flow cytometry GFP, 3 h; 100% = DMSO control level;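 active = GFP response versus DMSO above a set limit, roughly screen mean plus 3 SD, cut at about 180% in these data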;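 also: median GFP fluorescence of the barcode-gated MEP2-GFP cells per well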
# RPL19A-GFP yeast: alters RPL19A-GFP fluorescence in TOR pathway yeast screen | S. cerevisiae RPL19A-GFP strain, flow cytometry, 3 h; active compounds read low | percent response vs DMSO, % at 10 µM | hit rate 0.3% among 330,000 | AID 2025;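 active = percent response vs DMSO below 50%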;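 also: median channel GFP fluorescence of the barcoded RPL19A-GFP strain; ratio of sample median GFP to plate DMSO average so 100% = DMSO; lower means less RPL19A-GFP as with rapamycin TOR inhibition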
# AHR act: activates the human aryl hydrocarbon receptor; P35869; AHR-responsive luciferase reporter cells, luminescence; activation, % at 5 µM; hit rate 2.5% among 320,000; in the data active = activation above about 47%;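 also: 0% = vehicle wells and 100% = reference agonist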
# procasp7 counter: activates human procaspase-7, counter-screen for procaspase-3 activators; recombinant procaspase-7, Ac-DEVD-pNA absorbance 405 nm; D23A/D198A/D206A triple mutant, cannot self-cleave; scale: DMSO 0, 5 µM enzyme 100; activation, % at 8.5 µM; hit rate 0.093% among 330,000;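 active = percent activation above the screen-wide mean plus 3 SD, cut at about 25% in these data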
# Target sequence (P55210 whole entry D23A/D198A/D206A): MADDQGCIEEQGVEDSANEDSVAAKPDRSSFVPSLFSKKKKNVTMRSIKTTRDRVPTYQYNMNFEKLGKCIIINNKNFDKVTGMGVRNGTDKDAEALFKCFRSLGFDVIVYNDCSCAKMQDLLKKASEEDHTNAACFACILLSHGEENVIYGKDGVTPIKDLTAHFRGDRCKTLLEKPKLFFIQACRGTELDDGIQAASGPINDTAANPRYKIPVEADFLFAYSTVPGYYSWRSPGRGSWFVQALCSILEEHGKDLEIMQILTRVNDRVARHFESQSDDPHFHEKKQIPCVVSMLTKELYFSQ
#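 Test system: Procaspase-7 triple mutant (PC-7 D3A). Also added: Ac-DEVD-pNA substrate, 400 µM as added. Schedule: 1 h enzyme–compound preincubation and 2 h substrate reaction, both 25 °C. Signal: p-Nitroaniline absorbance at 405 nm, read at 0 and 120 min. Control set: low DMSO alone, high DMSO plus 5 µM PC-7.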
# LAP4 TOR yeast: alters LAP4-GFP fluorescence in TOR pathway yeast screen; S. cerevisiae LAP4-GFP multiplex, flow cytometry GFP, 3 h; median GFP as percent of DMSO wells; GFP response vs DMSO, % at 10 µM; hit rate 0.34% among 320,000; AID 2023;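 active = GFP response vs DMSO above a set limit, about the screen mean plus 3 SD, cut at about 150% in these data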
# procasp3 activ: procaspase-3 (human) activation; P42574; recombinant procaspase-3 D3A, Ac-DEVD-pNA absorbance 405 nm; activation, % at 8.5 µM; hit rate 0.11% among 330,000; AID 463141;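 active = activation above the mean of all tested compounds plus 3 SD, cut at about 21% in these data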;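 also: 0% = DMSO alone and 100% = DMSO wells spiked with extra 5 µM PC-3 D3A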
# Target sequence (P42574 whole entry D9A/D28A/D175A): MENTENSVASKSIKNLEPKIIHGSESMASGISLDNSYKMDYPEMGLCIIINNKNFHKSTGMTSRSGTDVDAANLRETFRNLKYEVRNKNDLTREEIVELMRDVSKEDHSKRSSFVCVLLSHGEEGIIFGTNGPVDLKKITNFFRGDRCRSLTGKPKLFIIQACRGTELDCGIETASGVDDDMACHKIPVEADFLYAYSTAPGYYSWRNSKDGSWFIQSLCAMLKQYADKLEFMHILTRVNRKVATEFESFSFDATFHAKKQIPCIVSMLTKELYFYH
#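 Assay system – Procaspase-3 D3A mutant, all three cleavage aspartates alanine · Controls – DMSO-only low control, 5 µM PC-3 D3A high control · Schedule – 1 h compound preincubation, 2 h substrate hydrolysis at 25 °C · Signal – 405 nm absorbance of p-nitroaniline, reads at 0 and 120 min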
# CR mimetic SO: lowers age-related superoxide in aged yeast cells; hit rate 0.18% among 330,000; superoxide response (% of plate mean), % at 10 µM; AID 2690; S. cerevisiae aged cells, superoxide DHE fluorescence; active compounds read low;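 active = superoxide response under a set limit, about three screen SD below normal, cut at about 65% in these data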;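 also: yeast aged for seven days with compound at 30 °C before DHE staining; 100% = average MFI of all compound-treated wells on the plate with controls excluded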
# Active calls of the source: *; i = inactive; nt = no result given; & = joins results of further samples; [ ] = remark or other dose.
SMILES,GASC-1 inh,MEP2-GFP yeast,RPL19A-GFP yeast,AHR act,procasp7 counter,LAP4 TOR yeast,procasp3 activ,CR mimetic SO
CCOC(=O)C1CCN(C(=O)Nc2ccc3snnc3c2)CC1,-28,101,102,0,-7,105,1,107
N#Cc1ccc(OCC(=O)NN2Cc3ccccc3C2=N)cc1,3,120,114,4,10,98,4,92
Cc1cccc(OCCCC(=O)NNC(=O)c2cccc(N(C)C)c2)c1,-2,106,100,9,7,93,6,70
O=C1CN(C(=O)COC(=O)C2CCN(S(=O)(=O)c3ccccc3C(F)(F)F)CC2)c2ccccc2N1,-8,101,94,-1,1,89,-8,102
Cc1ccccc1C(CC(=O)c1cccs1)C(C#N)C#N (stereo not given),-3,103,100,21,-13,97,-1,99
COc1cc(C(=O)Oc2ccccc2/C=N/NC(=O)c2ccc(C)cc2)cc(OC)c1OC,6,105,94,1,-4,94,-6,82
CCCC1(C(=O)OCC)NC(c2ccc(N(C)C)cc2)C2C(=O)N(c3ccc4c(c3)OCCO4)C(=O)C21 (stereo not given),4,86,94,4,1,92,12,97
CCOC(=O)c1ccccc1NC(=O)Nc1ccc(OC)c(OC)c1,-2,96,97,-2,0,96,12,95
C(=C\c1cccc2ccccc12)/c1nnc(-c2cccs2)o1,-16,94,95,46,-10,112,-7,116
Cc1ccc(N2CCN(S(=O)(=O)c3ccc4c(c3)oc(=O)n4C)CC2C)cc1 (stereo not given),-23,100,104,2,-5,108,-2,112
COc1ccc(-c2ccc(=O)n(CC(=O)NC3CCc4ccccc43)n2)cc1OC (stereo not given),-10,97,94,-5,5,87,8,105
CC1Cc2ccccc2N1C(=O)C1CCN(S(=O)(=O)Cc2ccccc2)CC1 (stereo not given),-1,92,92,1,3,90,-6,104
O=C(CSc1nnnn1-c1ccccc1)Nc1ccc(Cl)cn1,-1,105,99,11,3,107,1,119
COC(=O)c1cc(NC(=O)CN(C)C2CCS(=O)(=O)C2)cc(C(=O)OC)c1 (stereo not given),-3,107,101,0,1,96,9,88
CCOc1ccccc1C(=O)Nc1ccccc1C(N)=O,-25,96,95,13,8,103,9,87
COc1ccc(C(=O)C2CCN(C(=S)NCCc3ccc(OC)c(OC)c3)CC2)cc1,8,92,93,1,4,89,5,98
O=C(Nc1ncc(Cl)cn1)c1cccs1,-4,98,99,3,-4,98,-1,95
Cc1cccc(CC2CC(=O)N(c3nc4ccccc4s3)C2=O)c1 (stereo not given),-6,96,94,0,2,95,6,102
CCOC(=O)C(NC(=O)c1ccc(Cl)cc1Cl)(Nc1ccc(C)cc1)C(F)(F)F (stereo not given),2,98,99,1,0,96,0,93
COc1ccc(Oc2coc3cc(OC(=O)c4cncc(Br)c4)ccc3c2=O)cc1,1,93,98,-2,0,100,-5,106
c1ccc(-c2csc(N3CCCCCC3)n2)cc1,8,100,98,-2,6,103,0,118
COc1cc(OC)c(OC)cc1/C=N/NC(=O)c1cc(-c2cccn2C)n[nH]1,-12,100,90,11,-4,94,-6,105
O=C(/C=C/c1ccccc1Cl)N1CCN(c2ncccn2)CC1,-3,nt,nt,-1,7,nt,4,88
CCCC(C(=O)NC1CCCC1)N(CC1CCCO1)C(=O)CNS(=O)(=O)c1ccccc1 (stereo not given),-4,104,103,1,11,105,-3,102

# Two records drawn at random from the list so far, as already listed:
SMILES,GASC-1 inh,MEP2-GFP yeast,RPL19A-GFP yeast,AHR act,procasp7 counter,LAP4 TOR yeast,procasp3 activ,CR mimetic SO
COC(=O)c1cc(NC(=O)CN(C)C2CCS(=O)(=O)C2)cc(C(=O)OC)c1 (stereo not given),-3,107,101,0,1,96,9,88
CCOc1ccccc1C(=O)Nc1ccccc1C(N)=O,-25,96,95,13,8,103,9,87

# (further entries)
SMILES,GASC-1 inh,MEP2-GFP yeast,RPL19A-GFP yeast,AHR act,procasp7 counter,LAP4 TOR yeast,procasp3 activ,CR mimetic SO
O=C1CC2(CCN(C(=O)c3ccccc3Br)CC2)Oc2ccccc21,22,101,103,-1,6,102,5,100
CC(C)CC(NC(=O)C1CCC(C)CC1)C(=O)NCc1cccnc1 (stereo not given),1,101,95,-1,-3,92,-3,102
Cc1cccc(-n2c(O)c(C=Nc3ccc4c(c3)OCO4)c3ccccc3c2=O)n1,-40,102,104,24,-19,102,-10,92
CC(=O)Nc1ccc(Br)cc1C(=O)C(=O)O,15,104,98,12,-8,94,1,104
O=C(Cn1c(-c2cncs2)nc2ccccc21)NCCc1ccccc1,-2,100,100,7,-9,99,9,117
Cc1cccc(-c2nnc(-c3ccccc3)o2)c1,-7,97,100,32,11,91,0,93
O=C(Nc1nncs1)C1CCCC1,-6,83,84,3,-10,93,-5,102
CCOc1ccc2nc(NC3=NC(c4ccc(OC)cc4)CC(=O)N3)nc(C)c2c1 (stereo not given),-8,106,105,8,-9,103,0,114
Cc1cc(NC(=O)CSc2nc3ccsc3c(=O)n2Cc2ccccn2)n[nH]1,-10,101,95,3,-8,89,4,85
CCc1ccc(NC(=S)NC(=O)CC(C)C)cc1,-26,102,103,6,-6,98,2,94
Cc1cc(C)c(C)c(S(=O)(=O)NCc2ccco2)c1C,-1,104,97,-1,-1,112,-3,84
CCC1(CC)Nc2ccccc2C(=O)N1c1ccc(NC(C)=O)cc1,4,112,109,2,12,110,-1,104
CC(C(=O)O)n1c(-c2ccn[nH]2)n[nH]c1=S (stereo not given),-8,115,114,0,3,108,3,112
O=C(C1=C(O)C(=O)N(CCN2CCOCC2)C1c1ccncc1)c1ccco1 (stereo not given),-4,111,70,-1,-15,91,-13,90
COc1ccc(-c2nc(C#N)c(N3CCCCCC3)o2)cc1,-3,91,99,5,-1,111,7,89
CC(=O)OCC1OC(OC2C[C@]3(C)C(CC(O)C4C([C@](C)(CCC=C(C)C)OC5OC(CO)C(O)C(O)C5O)CC[C@]43C)[C@@]3(C)CCC(O)C(C)(C)C23)C(O[C@@H]2OC(C)C(O)C(O)C2O)C(O)C1O (stereo not given in full),40,95,94,1,-2,93,-4,120
O=C(O)CCn1nnc2ccccc21,5,98,96,0,7,106,1,84
C=CCOc1ccc(C2/C(=C(/O)c3ccc(OC)cc3)C(=O)C(=O)N2CCN2CCNCC2)cc1 (stereo not given),-2,92,101,0,-8,95,-5,102
Cc1ccc(C)c(C(=O)OCC(=O)Nc2cccc(S(=O)(=O)NC3=NCCCCC3)c2)c1,5,105,95,-1,-2,104,1,96
COc1ccc(N2C(=O)CC(N3CCN(c4ccc(S(=O)(=O)N5CCCC5)cc4)CC3)C2=O)cc1 (stereo not given),-4&-4,108,105,0,1,110,-7,111
O=C(Nc1ccncc1)c1cccs1,nt,89,97,6,10,95,-1,103
CSc1sc(C(=O)NN)c2c1C1(CCC2)SCCS1,6,109,102,32,6,133,-4,95
CCN(CC)S(=O)(=O)c1ccc2c(c1)nc(SCC(=O)NC1CC1)n2-c1ccccc1OC,4&-3,94,96,0,1,96,10,99
COc1ccc(C(=O)NC2CCN(C(=S)NCc3ccco3)CC2)cc1,9,92,94,5,-2,102,1,97
O=C(Cc1ccc(Cl)cc1Cl)Nc1ccncc1Cl,4,99,96,1,13,78,5,95
O=C(NNc1ccccc1Br)C(=O)n1ccc2ccccc21,7,98,105,26,-2,99,1,114
COc1ccc(C)cc1S(=O)(=O)N1CCCCC1,-2,100,99,1,-10,92,-2,104
Cc1cc(N2CCN(C)CC2)n2cc(-c3ccc(F)cc3)nc2n1,-9,93,98,4,6,89,-3,101
O=C(/C=C/c1ccc(Br)o1)NC(c1ccccc1)c1ccccc1,26,129,105,3,-18,107,-1,94
COc1ccc(C=C(C#N)C#N)c(CSc2ccccn2)c1,8,106,102,-1,8,85,-1,98
C/C(=N\NC(=O)c1nn(C)cc1Br)c1cccc(NC(=O)C2CCCC2)c1,0,102,101,0,-4,100,-10,101
Cc1nc2ccccc2cc1C(=O)N/N=C/c1ccccc1[N+](=O)[O-],1,108,106,6,2,100,-4,122
Cc1nn(CCCC(=O)O)c(C)c1[N+](=O)[O-],-21,101,98,0,10,104,-3,103
COc1ccc(NC2=NC3(CCCCC3)N=C(N)N2)cc1,1,97,94,5,1,92,-5,99
COc1cccc(NC(=O)[C@@H](NC(=O)N2CCn3c2nc2ccccc23)C(C)C)c1,3,103,99,9,1,101,7,105
CCN(CC)S(=O)(=O)c1ccc(N=NC2=C(O)CCCC2=O)cc1,5,107,104,-2,-4,91,10,106
CCN(CC)S(=O)(=O)c1cc([N+](=O)[O-])ccc1NNC(=O)Nc1ccc(Cl)c(Cl)c1,-1,376*[may fluoresce violet],53[may fluoresce violet],9,-7,115[may fluoresce violet],-4,102
O=C(CN1CCN(c2ccccn2)CC1)NC1CCCC1,5,99,106,1,0,101,8,95
O=C(O)CCCC(=O)N1CCC(C(O)(c2ccccc2)c2ccccc2)CC1,-46,99,104,30,1,106,6,108
COc1ccc(Cl)cc1Nc1nc(-c2sc(NC(=O)CC(C)C)nc2C)cs1,6,95,99,38,-3,111,-2,91
Cn1nnc(-c2ccc(OCc3ccccc3F)cc2)n1,24,107,109,-8,-9,110,-6,97
CCOC(=O)C1(CC2CCCCO2)CCN(S(=O)(=O)c2ccccc2)CC1 (stereo not given),5,96,96,0,16,97,0,91
Fc1ccc(-c2[nH]ncc2CN(CC2CCC2)CC2CCCO2)c(F)c1 (stereo not given),i,98,102,4,7,95,-6,106
COc1ccc(S(=O)(=O)N2CCN(c3ccccc3OC)CC2)cc1OC,5,114,99,3,6,101,-1,113
CCCN(Cc1cc2cccc(C)c2[nH]c1=O)C(=O)c1cccc(OC)c1,-3,94,88,2,4,87,0,99
COc1ccc(Cn2ccnc2CO)cc1[N+](=O)[O-],-1,104,106,-1,5,92,3,112
O=C(N/N=C/c1sc(N2CCOCC2)nc1-c1ccccc1)c1cccc(S(=O)(=O)N2CCCC2)c1,-2,98,100,1,-10,96,-4,109
COc1cc(N=c2ssnc2Cl)cc(OC)c1,6,90,91,0,-25,151*,-16,78
CC(=O)c1ccc(S(=O)(=O)NC2CC2)cc1,-1,101,105,-2,0,98,-2,89
O=C(Nc1cccc(S(=O)(=O)N2CCOCC2)c1)c1cc([N+](=O)[O-])ccc1N1CCOCC1,-4,95,100,2,4,106,9,108
CN(c1ccccc1)S(=O)(=O)c1cccc(NC(=O)CSc2nnc(N)s2)c1,10,99,96,1,-9,85,-5,95
Cc1ccc2[nH]c3c(c2c1)CN(C(=O)CN1CCCc2ccccc21)CC3,0,97,96,25,-10,98,-9,104
O=C(Oc1ccccc1)c1ccc2nccnc2c1,-2,102,95,3,-13,102,2,105
CC(C)(C)c1ccc(NC(=O)c2ccc(=O)[nH]n2)cc1,-12,104,100,9,2,99,11,103
COC(=O)[C@H](CC(C)C)NC(=O)c1cc2c(cn1)[nH]c1ccccc12,-7,94,101,16,-20,87,-8,91

# Arranged by the number under RPL19A-GFP yeast (largest number first): four of the compounds above.
Structure	RPL19A-GFP yeast
CCOc1ccc2nc(NC3=NC(c4ccc(OC)cc4)CC(=O)N3)nc(C)c2c1 (stereo not given)	105
COc1ccc(C)cc1S(=O)(=O)N1CCCCC1	99
Cc1nn(CCCC(=O)O)c(C)c1[N+](=O)[O-]	98
CC(C)CC(NC(=O)C1CCC(C)CC1)C(=O)NCc1cccnc1 (stereo not given)	95

# High-throughput results deposited in PubChem BioAssay by several laboratories.
